# Source: PubChem
# MEKK2wt PB1 HTS: raises or lowers MEK5 binding to wildtype human MEKK2 PB1 domain; Q9Y2U5; bead flow cytometry, Alexa488-MEK5 binding to MEKK2 WT; actives lie on both sides; binding response (% of control), % at 10 µM; actives 1.1% (n = 290,000); AID 1531; in the data active means binding response below about 67% or above about 130%
# V1R ag counter: V1a receptor agonism, counter-screen for OXTR agonists | AID 2797 | activation, % at 3 µM | actives 0.25% (n = 320,000) | CHO-V1R cells, Fluo-8 calcium fluorescence, agonist mode; 0% DMSO, 100% 3 nM vasopressin;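 active means activation above the mean activation of all tested compounds plus 3 SD, per screening run, cut at about 20% in these data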;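 further: signal is peak over basal fluorescence ratio across a 100 second FLIPR read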
# PHOSPHO1 block: blocks human PHOSPHO1 phosphatase activity | Q8TCT1 | inhibition, % at 13.3 µM | actives 1.1% (n = 290,000) | recombinant PHOSPHO1, absorbance phosphatase assay; in the data active means inhibition above about 60%
# GalR3 antag: human GalR3 antagonism | actives 0.44% (n = 360,000) | AID 651719 | inhibition, % at 3 µM | HEK293 GalR3-CNG cAMP membrane potential fluorescence; galR3 body fused to GalR1 C-terminus | O60755;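 active means inhibition above the screen-wide average plus 3 SD, cut at about 13% in these data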;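 further: forskolin and galanin both at EC90 stimulate the cells; cAMP rise reported by CNG channel membrane potential dye signal; 0% = forskolin plus galanin with DMSO and 100% = forskolin alone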
# MEKK2mut PB1 HTS: signal of MEK5 binding to mutant human MEKK2 PB1 domain | bead flow cytometry, Alexa488-MEK5 binding to MEKK2 mutant | percent response, % at 10 µM | actives 0.35% (n = 290,000); in the data active means percent response above about 24%, passing the limit was not always enough; further: inactives centre near 1; some results filed as inactive read as strong as hits; reference of the scale not given here
# GPR7 antagonist: human neuropeptides B/W receptor 1 antagonism | P48145 | GPR7-expressing cells, fluorescence antagonist assay | inhibition, % at 4.4 µM | actives 1.1% (n = 290,000); in the data active means inhibition above about 16%, passing the limit was not always enough;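 further: cells stimulated with the agonist NPW; 0% = agonist with vehicle and 100% = vehicle without agonist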
# NALP1 inh: NALP1 inhibition | S. cerevisiae NALP1/ASC/caspase-1 growth, X-gal OD620, 72 h | inhibition, % at 10 µM | actives 0.61% (n = 280,000) | AID 2071; in the data active means inhibition mostly above about 24%, no sharp cut-off; inactive means mostly below about 32%; further: some compounds called inactive have numbers as strong as hits
# OXTR agonist: agonists of human oxytocin receptor; P30559; CHO-OTR cells, Fluo-8 calcium fluorescence; normalized: DMSO 0%, oxytocin 100%; activation, % at 3 µM; actives 0.32% (n = 320,000);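 active means activation above the mean of all tested compounds plus 3 SD, cutoff set per screening run, cut at about 20% in these data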;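 further: peak over basal fluorescence ratio from a 100 s FLIPR kinetic read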
# Target sequence (P30559 whole entry, looked up): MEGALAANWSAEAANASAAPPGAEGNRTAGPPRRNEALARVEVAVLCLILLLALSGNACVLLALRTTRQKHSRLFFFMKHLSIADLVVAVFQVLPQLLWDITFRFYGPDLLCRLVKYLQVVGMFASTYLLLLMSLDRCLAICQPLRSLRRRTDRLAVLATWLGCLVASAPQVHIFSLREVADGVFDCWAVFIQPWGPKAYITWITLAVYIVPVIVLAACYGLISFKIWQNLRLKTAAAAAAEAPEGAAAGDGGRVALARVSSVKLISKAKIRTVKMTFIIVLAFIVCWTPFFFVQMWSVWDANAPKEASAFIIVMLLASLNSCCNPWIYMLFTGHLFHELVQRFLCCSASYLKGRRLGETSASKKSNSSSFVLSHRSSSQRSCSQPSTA
# MEKK3 PB1 HTS: modulators (inhibitors or enhancers) of MEK5 binding to human MEKK3 PB1 domain; actives 1.4% (n = 290,000); bead-based flow cytometry, Alexa488-MEK5 binding to MEKK3; actives lie on both sides; 0 = blocked by unlabeled MEK5, 100 = vehicle; Q99759; binding response (% of control), % at 10 µM;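 active means binding response more than 3 SD above or below the average of its plate-row segment, actives on both sides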;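 further: Alexa488 bead fluorescence after subtracting the streptavidin-only scavenger bead signal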
# Target sequence (Q99759 whole entry, looked up, the tested form may be a part): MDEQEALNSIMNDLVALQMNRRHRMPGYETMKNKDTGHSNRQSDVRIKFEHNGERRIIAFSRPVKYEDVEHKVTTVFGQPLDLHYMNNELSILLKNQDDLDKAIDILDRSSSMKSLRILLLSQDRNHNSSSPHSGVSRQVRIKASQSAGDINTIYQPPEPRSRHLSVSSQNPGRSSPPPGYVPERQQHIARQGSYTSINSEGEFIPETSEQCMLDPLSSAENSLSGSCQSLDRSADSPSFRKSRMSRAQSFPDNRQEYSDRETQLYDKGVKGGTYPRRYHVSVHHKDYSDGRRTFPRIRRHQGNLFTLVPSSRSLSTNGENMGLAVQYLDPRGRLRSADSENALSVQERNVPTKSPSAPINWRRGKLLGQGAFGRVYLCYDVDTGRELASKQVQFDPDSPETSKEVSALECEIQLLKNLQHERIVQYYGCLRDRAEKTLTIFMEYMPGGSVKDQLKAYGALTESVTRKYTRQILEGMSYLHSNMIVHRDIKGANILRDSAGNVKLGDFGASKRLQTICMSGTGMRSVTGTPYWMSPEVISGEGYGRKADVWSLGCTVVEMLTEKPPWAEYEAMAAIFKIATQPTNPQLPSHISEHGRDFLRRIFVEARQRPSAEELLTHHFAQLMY
# Starred values were filed as active, the others as inactive; . = not tested or not shown; [ ] = remark or other dose.
SMILES,MEKK2wt PB1 HTS,V1R ag counter,PHOSPHO1 block,GalR3 antag,MEKK2mut PB1 HTS,GPR7 antagonist,NALP1 inh,OXTR agonist,MEKK3 PB1 HTS
CCOC(=O)C1CCCN(C(=O)Cn2cnc3c2c(=O)n(C)c(=O)n3C)C1 (configuration not stated),92,0.6,9,-3,1,-5,19,1.1,99
O=[N+]([O-])c1cc(-c2n[nH]c(-c3ccccc3)n2)cc([N+](=O)[O-])c1,90,-0.5,-7,0,-9,-11,-21,0.9,92
CCCCNc1ccccc1C(=O)OCC(=O)Nc1ccc(S(N)(=O)=O)cc1,91,0.6,0,-1,-6,-10,8,0.5,98
Cc1cc(N/N=C/c2ccc(O)cc2O)nc(-n2nc(C)cc2C)n1,100,1.2,6,-4,9,-10,26,1.8,98
Cc1cc(N2CCOCC2)nc(-c2ccc(Br)cc2)n1,100,0.1,8,-4,0,-2,26,-1.4,102
COc1ccc(C(=O)NNC(=O)C(=O)NCc2ccccc2)cc1,95,-0.3,4,0,-9,-11,-1,-1.4,100
COc1ccc2cc(CN(C(=O)Nc3ccccc3)C3CCCC3)c(=O)[nH]c2c1,91,-0.6,-6,-5,-7,-7,-15,-1.2,93
COc1ccc(C(=O)N2CCN(c3ccccc3)CC2)cc1S(=O)(=O)N1CCCC1,96,1.1,30,-1,-3,0,17,0.3,99
CC(C)NC(=S)NN=C1c2ccccc2-c2ccccc21,103,-0.4,-6,1,1,-3,15,-2.6,103
O=C(CN1C(=O)CSCC1=O)Nc1ccc2c(c1)OCO2,103,2.4,-24,-4,0,-3,18,-0.1,136*
Cc1nnc(NC(=O)CCC(=O)NCc2cccs2)s1,101,0.8,25,-4,-1,-2,-14,1.0,101
COc1ccc(N2CCN(c3nc(NCCO)nc(N4CCOCC4)n3)CC2)cc1,100,0.6,-42,-6,2,12,10,0.1,107
CN(C)S(=O)(=O)c1cccc(C(=O)N=C2N=C3C=CC(Cl)=CN3Cc3ccccc32)c1,95,-1.6,-26,1,-9,1,.,-2.0,92
CCC(C)N(C(=O)Cn1nnc(-c2ccc(F)cc2)n1)C1CCS(=O)(=O)C1 (configuration not stated),112,0.7,20,-2,8,-18,12,1.1,105
Cc1ccc2cc3c(N)c4c(C)ccc(C)c4nc3nc2c1,128,.,4,1,11,-4,14,.,100
CC(C)CNC(=O)NC(=O)COc1c(F)c(F)cc(F)c1F,100,-0.2,21,-3,16,-7,-13,-1.8,99
Nc1ccc(-c2ccc(N)c(C(=O)O)c2)cc1C(=O)O,46*[inhibitor],0.1,25,0,-12,-8,.,0.7,44*[inhibitor]
CC(C)c1cccc(C(C)C)c1NC(=O)c1ccc(OCC(=O)NCc2ccccc2)cc1,103,0.9,7,.,-1,0,22,0.0,101
COc1ccc(CCNC(=O)COC(=O)c2cc(OC)c(OC)cc2OC)cc1,72,0.7,0,-3,-19,4,-8,-0.4,63
Cc1ccc(S(=O)(=O)CCc2nnc(N)s2)cc1,104,4.0,34,-1,0,-3,1,-0.5,98

# Fetched one by one from the entries so far (two):
SMILES,MEKK2wt PB1 HTS,V1R ag counter,PHOSPHO1 block,GalR3 antag,MEKK2mut PB1 HTS,GPR7 antagonist,NALP1 inh,OXTR agonist,MEKK3 PB1 HTS
CCCCNc1ccccc1C(=O)OCC(=O)Nc1ccc(S(N)(=O)=O)cc1,91,0.6,0,-1,-6,-10,8,0.5,98
CC(C)NC(=S)NN=C1c2ccccc2-c2ccccc21,103,-0.4,-6,1,1,-3,15,-2.6,103

# Single entries from the list.
# `COc1ccc(C(=O)N2CCN(c3ccccc3)CC2)cc1S(=O)(=O)N1CCCC1` in MEKK2wt PB1 HTS is listed with 96
# `Nc1ccc(-c2ccc(N)c(C(=O)O)c2)cc1C(=O)O` in GalR3 antag is listed with 0
# `CC(C)CNC(=O)NC(=O)COc1c(F)c(F)cc(F)c1F` in GalR3 antag is listed with -3
# `O=C(CN1C(=O)CSCC1=O)Nc1ccc2c(c1)OCO2` in GalR3 antag is listed with -4
# `CCCCNc1ccccc1C(=O)OCC(=O)Nc1ccc(S(N)(=O)=O)cc1` in V1R ag counter is listed with 0.6

# Further results:
SMILES,MEKK2wt PB1 HTS,V1R ag counter,PHOSPHO1 block,GalR3 antag,MEKK2mut PB1 HTS,GPR7 antagonist,NALP1 inh,OXTR agonist,MEKK3 PB1 HTS
CCN(CC)S(=O)(=O)c1ccc(N2CCCC2)c(C(=O)OCC(=O)Nc2cc(C)on2)c1,108,-0.2,33,-4,5,1,.,-0.5,102
O=C(O)CS(=O)(=O)c1ccc(Oc2ccc(S(=O)(=O)CC(=O)O)cc2)cc1,100,3.3,-1,-4,-4,3,-4,2.8,103
COc1cc2[nH]c(=O)n(CCCC(=O)NCCc3ccccc3)c(=O)c2cc1OC,.,0.1,20,0,.,-4,-9,-1.2,.
COC(=O)c1onc(-c2c(Cl)cccc2Cl)c1C(=O)OC,95,0.0,12,-6,0,-15,0,-2.0,94
C/C(=N\OC(=O)c1c(-c2ccccc2Cl)noc1C)c1nccs1,85,-1.5,44,3,-7,3,-15,-1.9,95
CCOC(=O)c1cnc(-n2nc(C)cc2C)nc1Nc1ccc(OC)cc1,101,0.3,-15,-4,-1,-10,29,-0.7,101
COc1ccc(CNC(=O)CN(CC2CCCO2)C(=O)CNS(=O)(=O)c2ccccc2)cc1 (configuration not stated),108,-0.2,26,1,16,-14,7,-1.0,108
CC(=O)Nc1ccc(S(=O)(=O)NC2(C(F)(F)F)NC(=O)N(Cc3ccccc3)C2=O)cc1 (configuration not stated),103,1.4,1,4,7,-7,13,0.8,102
CC(=O)Oc1ccc2c(=O)c(-c3nc4ccccc4s3)coc2c1,94,1.3,16,0,-3,5,28*,1.7,85
CC(=O)C1=C(O)CC(c2ccccc2)CC1=NCCc1ccccc1 (configuration not stated),102,0.4,24,-2,-1,8,8,-2.6,100
O=C(NCCCN1CCCC1=O)c1csc2ccccc12,108,0.2,-10,-5,7,-9,14,0.5,107
COC(=O)c1ccc(NC(=O)CN(C)Cc2cccc(F)c2)cc1,106,-0.3,9,3,5,-1,1,-0.6,105
CCCC(=O)Nc1ccc(N2CCN(C(=O)c3cc4ccccc4o3)CC2)cc1,102,3.1,19,-9,3,11,20,2.4,101
CC1(C)CC(NC(=O)c2cccc(Cl)c2)CC(C)(C)N1,107,-0.9,36,-9,4,1,16,-1.0,108
Cc1ccc(NC(=S)Nc2ccc(F)cc2)cc1,112,0.4,19,-8,14,-13,8,-0.7,111
CCn1c(COc2ccccc2C)nnc1SCC(=O)NCc1ccccc1,108,0.5,-8,-4,3,5,-8,1.8,105
CC(C)CN1CN(S(=O)(=O)c2cccs2)c2nc3ccccc3nc21,105,.,14,-4,5,-4,4,.,102
CN(CCOc1ccc(Cl)cc1)Cc1cccc(S(=O)(=O)N(C)C)c1,105,11,-24,-11,1,14,15,5.0,101
Cn1c2c(c(=O)n(C)c1=O)C(c1ccc(Br)cc1)C(C#N)=C(N)N2 (configuration not stated),101,1.2,30,-11,2,-2,-4,-0.9,101
Cc1ccc(Oc2nc3c(c(=O)n(C)c(=O)n3C)n2C)cc1C,99,-0.5,-17,-8,1,-2,3,-0.8,102
CCNC(=O)/C(C#N)=C/c1c(N2CCN(C)CC2)nc2c(C)cccn2c1=O,98,0.0,15,-7,-2,-10,10,-0.6,97
CC#CC(=O)N1CCCC(Cc2cccc(OC)c2)(C(=O)OCC)C1 (configuration not stated),104,-0.1,47,-3,2,10,20,0.2,104
COc1cccc(CNC(=O)Cc2ccc(Br)cc2)c1,101,-1.0,15,-3,-1,-2,25,-1.6,82
Cc1ccccc1NS(=O)(=O)c1cc2c3c(c1)C(C)C(=O)N3CCC2 (configuration not stated),103,-0.3,24,-7,-2,-1,28,-0.8,102
O=C(COc1ccccc1-c1ccccc1)N/N=C/c1ccccn1,94,-1.2,26,-8,-7,10,5,-2.3,90
CS(=O)(=O)n1nc(C(=O)N2CCOCC2)nc1N,95,1.2,-12,-2,-2,-4,20,0.8,97
COc1ccc(C2N(C(=O)c3ccccc3)CCN2C(=O)c2ccc(C)cc2)cc1 (configuration not stated),99,-0.1,0,-2,0,5,6,-0.4,103
CCc1ccc2oc(=O)cc(CN3CCCCC3)c2c1,104,-0.9,33,-11,4,0,14,-1.5,101
COc1cc(NC(=O)CCS(=O)(=O)c2ccc3nc(C)sc3c2)cc(OC)c1OC,75,-0.4,40,-8,-18,6,24,-1.9,77
CC1CCCC(C)N1C(=O)CSc1nnc(NC(=O)c2cccs2)s1 (configuration not stated),93,0.4,9,-5,0,-6,15,4.1,102
COc1cc(C(=O)Oc2c(CN3CCOCC3)cc(Cl)c3cccnc23)cc(OC)c1OC,.,0.1,10,.,.,-7,-29,-0.8,.
Cc1ccc(CC(=O)NCc2cccnc2)cc1,94,0.1,17,-5,-5,-7,-3,0.7,94
CCc1ccc(N(CC(=O)NCc2ccc(F)cc2)C(=O)c2csnn2)cc1,96,-0.6,41,0,-4,-2,4,-1.4,99
CCCCCC(=O)Nc1nnc(CCc2ccccc2)s1,107,-0.2,34,-8,2,3,10,-1.9,109
CCOC(=O)c1cnc2c(-c3ccccc3)c(C)nn2c1N,100,0.1,23,0,-1,-8,-1,-1.3,95
COc1ccc(C2=NC(C(F)(F)F)(C(F)(F)F)c3c(n(C)c(=O)n(C)c3=O)N2)cc1,97,1.7,28,-5,-5,-7,15,1.7,94
CCOCCCNC(=O)/C(C#N)=C/c1ccc([N+](=O)[O-])o1,99,1.6,17,-2,1,-4,-12,0.2,104
CC(C)Cc1n[nH]c(=O)c2c1nnn2Cc1ccccc1F,109,0.2,32,-9,10,-7,18,-0.2,105
Cc1nn(CCCC(=O)NCc2ccc(Cl)cc2)c(C)c1[N+](=O)[O-],91,0.6,-2,-3,-3,-2,30,-0.3,85
S=C(Nc1ccccc1)Nc1ccc(Cl)cc1Cl,99,0.1,28,-5,1,-8,19,0.7,100
COC(=O)CC1(c2cccc3ccccc23)C(=O)c2ccccc2C1=O,96,-0.7,4,0,-2,4,11,-1.8,101
Cc1ccnc(NS(=O)(=O)c2ccc(NC(=O)CSc3nc(-c4ccccc4)cc(=O)[nH]3)cc2)n1,104,0.7,-17,-6,10,-9,47,1.0,102
COCc1c(C(=O)OCC(=O)NCCN2C(=O)CSC2=O)oc2ccccc12,84,0.6,3,0,-9,-4,20,-0.3,89
Cn1c(N)c(C(=O)COC(=O)/C=C/c2ccc(OC(F)F)cc2)c(=O)n(C)c1=O,101,12,-4,-5,-3,1,14,9.7,105
COc1ccc(OC)c(C(=O)c2ccccn2)c1,108,-0.1,8,-5,2,-5,-1,0.8,105
COCCCNC(=O)c1ccccc1-c1cc(C)no1,103,9.7,-3,-6,5,-11,8,0.6,105
Cc1cccc(NC(=O)C2CC(=O)N(c3ccccc3)C2)c1C (configuration not stated),105,0.6,8,-2,-1,-8,33,-0.4,104
Nc1ccc(-c2nc3ccc([N+](=O)[O-])cc3[nH]2)cc1,98,2.6,-20,0,-2,20*,-30,0.9,97
COCCNC(=O)c1ccc(CS(=O)(=O)c2c(Cl)cccc2Cl)o1,99,0.9,-8,-1,1,-10,5,0.2,96
N#CC(C#SN)=C1CCCCC1,105,0.5,48,-2,10,-6,4,0.3,103
CC(SCc1ccccc1)C(=O)N/N=C/c1cccs1 (configuration not stated),105,0.3,17,-4,1,-4,.,-1.9,102
C=CC(=C)CC(NC)c1ccccc1 (configuration not stated),121,1.1,-71,.,19,-3,1,0.2,103
Cc1nc2ccccn2c1C(=O)/C=C/c1ccc(F)cc1,105,4.2,31,3,5,24,40,0.7,103
